Screening results: PubChem, National Center for Advancing Translational Sciences (NCATS)
FLuc modulator – firefly luciferase modulation, counter-screen for miR-21 project. purified FLuc, Km substrates, luminescence inhibition. P08659. Potency, µM (series often up to 57.5 µM), for inactives: at the top dose activity change, negative = inhibition, actives largely listed as inhibitors. hit rate 6.9% among 360,000;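 further: potency means the concentration at half of the fitted maximal effect; plate controls were vehicle for no effect and reference inhibitor for full effect; nearly all actives have a fitted effect of over 55% in size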
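Biochemical qHTS of compounds, final roughly 60 µM downward over six points, against 10 nM purified firefly luciferase using Km concentrations of substrates (10 uM D-luciferin, 10 uM ATP) in Tris acetate pH 7.5 buffer; luminescence output.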
p53 reactivator – restores transcriptional activity of mutant p53. H1299 p53-A138V BP100-luciferase reporter, luminescence, 24 h. Potency, µM (series often up to 92.2 µM), inactives show at the top dose activity change, positive = activation, actives largely listed as activators. hit rate 0.063% among 320,000; further: potency means the concentration at half of the fitted maximal effect; % of control where 0% means no effect; nearly all actives have a fitted effect of over 45% in size
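p53-null H1299 cells stably carrying temperature-sensitive p53-A138V and a BP100-luciferase reporter were pinned with compounds (4-point, 1:5 series) and held 24 hrs at 37 deg C. Luminescence was read 10 min after detection reagent.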
NPC1 prom act – NPC1 promoter activation; Huh7 NPC1 promoter luciferase reporter, 24 h; Potency, µM (top dose mostly 9.22 µM), without a hit: at the top dose activation, hits mostly activators; hit rate 2.4% among 320,000; AID 485313;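 further: potency means the concentration at half of the fitted maximal effect; % of control where 0% means no effect; nearly all actives have a fitted effect of over 60% in size; reporter is driven by a mutant NPC1 promoter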
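In 1536-well qHTS, Huh7 cells harboring an NPC1 promoter–luciferase construct received compound for 24 h; activation was quantified by luminescence following luciferase reagent addition.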
BRCA1 expr up – activators of BRCA1 expression. MCF7-BRCA1-FFLuc reporter, luminescence, 48 h; response scale: scaled: vehicle 0%, 10 µM genistein 100%. hit rate 1.1% among 380,000. Potency, µM (highest dose often 46.1 µM), for the others: at the highest dose activation, most hits filed as activators; further: potency means the concentration at half of the fitted maximal effect; nearly all actives have a fitted effect of over 80% in size; some results filed as inactive show a strong effect at the top dose
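48 h compound treatment of MCF7-BRCA1-FFLuc cells (phenol-red free MEM, 37 °C), then 15 min with luciferase substrate and luminescence imaging.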
PKM2 activator – PKM2 (human) enzyme activation | purified PKM2, Kinase-Glo ATP luminescence, activation; response scale: 0% is enzyme alone, no compound | Potency, µM (titrated, usually from 57.5 µM), for the others: at the top dose activation, usual class: activators | P14618 | AID 1631 | hit rate 0.34% among 260,000; further: potency means the concentration at half of the fitted maximal effect; on the % scale 0 is the no-effect control and ±100 the full control effect; nearly all actives have a fitted effect of over 55% in size
Target sequence (P14618 whole entry, looked up): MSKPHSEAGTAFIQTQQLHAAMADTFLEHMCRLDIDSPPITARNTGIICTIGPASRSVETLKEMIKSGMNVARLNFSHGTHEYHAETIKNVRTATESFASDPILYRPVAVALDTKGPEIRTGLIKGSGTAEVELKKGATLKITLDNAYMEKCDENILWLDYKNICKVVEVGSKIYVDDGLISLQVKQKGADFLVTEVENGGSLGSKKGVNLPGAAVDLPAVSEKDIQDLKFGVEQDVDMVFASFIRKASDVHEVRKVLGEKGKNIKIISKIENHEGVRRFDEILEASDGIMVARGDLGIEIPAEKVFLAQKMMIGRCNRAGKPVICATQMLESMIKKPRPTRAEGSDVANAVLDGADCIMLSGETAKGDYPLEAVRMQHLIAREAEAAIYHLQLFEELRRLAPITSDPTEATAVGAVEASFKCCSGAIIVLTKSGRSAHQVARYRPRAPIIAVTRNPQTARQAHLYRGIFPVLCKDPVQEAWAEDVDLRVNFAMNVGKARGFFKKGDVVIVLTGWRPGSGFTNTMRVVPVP
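Purified hPK-M2 (>95%) run at intermediate activity with 0.1 mM ADP and 0.5 mM PEP in 50 mM imidazole pH 7.2, KCl, MgCl2; 1 h room temperature. ATP formed read by Kinase-Glo luminescence; normalized to uninhibited and no-enzyme controls.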
Menin-MLL TR inh – inhibitors of human menin-MLL interaction, mutant MLL peptide | Menin + Texas Red MLL mutant peptide, fluorescence polarization | hit rate 0.23% among 270,000 | Potency, µM (series often up to 61.6 µM), inactives show at the top dose FP activity change, negative = inhibition, usual class: inhibitors | AID 1768; active means well fitted inhibition curve with a large enough effect in the polarisation, with a control signal flat, not every such curve was filed as active; inconclusive means small, poorly fitted or top-dose-only effect, or effect the other way, or a change in a side signal; inactive means no such curve, though single readings can be large or run the other way; the % refers to the polarisation; further: potency means the concentration at half of the fitted maximal effect; % of control where 0% means no effect; many of its hits are not listed in these tables
Giardia killer – Giardia lamblia killing; Giardia lamblia trophozoite viability; activity change, % at 7.66 µM, hits read low; hit rate 0.15% among 340,000; in the data active means activity change below about -80%; inconclusive means between about -30% and that limit;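 further: parasites exposed to compound for two days anaerobically before the ATP read; on the % scale 0 is the no-effect control and ±100 the full control effect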
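Trophozoites 100 cells/well + cpd; 48 hrs, 37 deg C, anaerobic. ATPLite 1-Step added, 15-30 min RT, luminescence read (ATP-based viability).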
RORg inh – blocks mouse ROR gamma transcriptional activity; hit rate 5.4% among 310,000; Drosophila S2 Gal4-RORgamma UAS-luciferase reporter, 20 h; Potency, µM (doses to about 53.6 µM), for inactives: at the highest dose activity change, negative = inhibition, usual class: inhibitors; further: potency means the concentration at half of the fitted maximal effect; on the % scale 0 is the no-effect control and ±100 the full control effect; nearly all actives have a fitted effect of over 60% in size
Target sequence (P51450 whole entry, looked up, the tested form may be a part): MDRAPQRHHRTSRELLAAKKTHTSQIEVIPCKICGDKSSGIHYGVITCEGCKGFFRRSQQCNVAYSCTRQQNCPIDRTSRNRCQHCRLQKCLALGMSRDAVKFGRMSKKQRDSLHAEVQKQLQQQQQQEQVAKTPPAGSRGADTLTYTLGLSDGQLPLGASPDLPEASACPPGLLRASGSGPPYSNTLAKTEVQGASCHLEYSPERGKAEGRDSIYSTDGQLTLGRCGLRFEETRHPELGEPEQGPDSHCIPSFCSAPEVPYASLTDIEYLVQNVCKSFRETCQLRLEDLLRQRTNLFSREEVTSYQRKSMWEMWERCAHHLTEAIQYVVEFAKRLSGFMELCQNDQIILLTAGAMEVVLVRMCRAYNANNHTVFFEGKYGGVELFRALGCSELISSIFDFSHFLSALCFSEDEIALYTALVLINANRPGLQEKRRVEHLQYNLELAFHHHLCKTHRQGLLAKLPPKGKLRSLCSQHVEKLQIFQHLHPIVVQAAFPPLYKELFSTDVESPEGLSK
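Stable Schneider cell line, Gal4 DNA-binding domain fused to ROR gamma, UAS-luciferase. Cmpd 1 hr RT → CuSO4 700 uM final → 20 hr RT → luciferase reagent 10 min → luminescence.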
Gal4-VP16 FLuc – inhibits Gal4-VP16 luciferase reporter, ROR gamma counter-screen. Drosophila S2 Gal4-VP16 UAS-luciferase, luminescence, 20 h. Potency, µM (titrated, usually from 53.6 µM), for inactives: at the highest dose activity, negative = inhibition, usual class: inhibitors. hit rate 3.5% among 310,000;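 further: Gal4-VP16 expression switched on by copper sulfate through the metallothionein promoter; potency means the concentration at half of the fitted maximal effect; on the % scale 0 is the no-effect control and ±100 the full control effect; nearly all actives have a fitted effect of over 50% in size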
Rab9 prom act – activators of Rab9 promoter | Potency, µM (doses to about 9.22 µM), without a hit: at the highest dose activation, negative = inhibition, actives largely listed as activators | hit rate 2.8% among 320,000 | Huh7 Rab9 promoter-luciferase reporter, luminescence, 24 h | AID 485297; further: potency means the concentration at half of the fitted maximal effect; % of control where 0% means no effect; nearly all actives have a fitted effect of over 60% in size
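Huh7 cells stably carrying a Rab9 promoter-luciferase reporter, 1500 cells per well in OP-MEM I with 10% FBS, treated with compound 24 hours at 37C. Luciferase activity read by luminescence after 10 minutes with Amplite reagent.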
ELG1 genotoxic – inducers of genotoxicity in HEK293T ELG1-luciferase cells; HEK293T ELG1-luciferase reporter, luminescence, 16 h; AID 504466; Potency, µM (top dose mostly 46 µM), for inactives: at the top dose activity change, positive = activation, actives largely listed as activators; hit rate 1.3% among 330,000; further: potency means the concentration at half of the fitted maximal effect; % of control where 0% means no effect; nearly all actives have a fitted effect of over 60% in size
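Step 1: seed 2,000 HEK293T ELG1-luciferase cells per well. Step 2: add compound or DMSO, incubate 16 hr at 37 °C. Step 3: ONE-Glo, 30 min at room temperature, read luminescence.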
Active calls of the source: *; ? = inconclusive; . = not tested or not shown; & = joins results of further samples; [ ] = dose if it differs, or a comment. Unless noted, the call rests on the fitted dose curve; in most records, active means well fitted curve in the direction sought with a large enough effect; inconclusive means small, poorly fitted or top-dose-only effect, or another doubt; inactive means no such curve, though single readings can be large; an effect the other way counts as inactive or inconclusive. Only part of the results is shown. The share of hits here may be higher or lower than overall.

SMILES | FLuc modulator | p53 reactivator | NPC1 prom act | BRCA1 expr up | PKM2 activator | Menin-MLL TR inh | Giardia killer | RORg inh | Gal4-VP16 FLuc | Rab9 prom act | ELG1 genotoxic
Clc1ccc(C2=NNC(=NCc3ccccc3)SC2)cc1 | 17µM* | 6% | ? | 3% | 24% | 7% | 6 | 5µM* | ? | ? | 3%
COc1ccc(N2C(=O)C3CCCN3C2c2ccc(C)cc2)cc1 (configuration not stated) | 2% | 6% | -1% | 0% | 1% | 9%[11.7 µM] | -7 | 41% | 3% | 9% | 3%
O=C(CC1C(=O)NCCN1Cc1c(F)cccc1Cl)NCCCn1cccn1 (configuration not stated) | 1% | 0% | -7% | 1% | 1% | . | 13 | 1% | 2% | 1% | 0%
CCc1nc(SCC(=O)N2CCC(Cc3ccccc3)CC2)c2c(=O)n(C)c(=O)n(C)c2n1 | 11% | 5% | -1% | . | -3% | -3% | . | 35% | -14% | -2% | 5%
Cc1cc(NC(=O)CSc2ncnc3sc4c(c23)CCC(C)C4)no1 (configuration not stated) | 0% | 1% | -1% | . | -4% | ? | . | 10% | -1% | 8% | -3%
O=c1c(-c2ccc(Cl)cc2)[n+]([O-])c2ccccc2n1O | 4% | -2% | 2% | -24% | 1% | 19% | -7 | -4%[0.365 µM] | . | 1% | -3%
Cc1ccc2[nH]c(=O)c3cc(C(=O)N(C)c4ccc(C)c(C)c4)sc3c2c1 | -2% | 1% | -9% | 1% | -2% | . | -3 | 0% | -6% | -12% | 4%
CCOc1ccc(Nc2ccc(N3C(=O)CCC3=O)cc2[N+](=O)[O-])cc1 | -9% | -2% | -6% | -18% | 0% | 23% | -2 | -5% | -3% | -1% | 0%
O=C1CCN(CCCc2ccccc2)CCN1[C@H](CO)c1ccccc1 | 4% | 9% | -1% | 0% | -2% | -12% | 4 | 14% | 6% | -6% | -2%
CC(C)(C)SCCSC1=CC(=O)CC(c2ccccc2)C1 (configuration not stated) | ? | 18% | 22% | 77% | . | ? | -12 | 37% | 29% | 23% | 11%
C/C(=N\Nc1ccc(F)cc1F)c1ccc(N2CCOCC2)cc1 | 15µM* | 0% | ? | -1% | -10% | 8% | -25 | 9% | 6% | ? | ?
Cc1cc(NC(=O)C2CCCCC2)n(-c2nc3ccccc3[nH]2)n1 | 4% | 10% | 0% | -71% | 4% | . | 3 | 1.6µM* | 1.4µM* | 2% | -7%
COc1cccc(C2C(C#N)=C(N)Oc3cc(C)[nH]c(=O)c32)c1OC (configuration not stated) | 1% | -1% | -6% | 24% | 4% | -23% | -11 | 30% | -11% | -3% | 1%
C=CCn1c(Cc2cccs2)nnc1SCC(=O)Nc1ccc(C(=O)OCC)cc1 | -21% | 9% | 0% | 24% | -2% | -3% | -3 | 28% | 3% | 11% | -9%
O=C(Cn1cc2c(n1)CCCC2)Nc1ccccc1Cl | 0% | 7% | -5% | 22% | -1% | 3% | 14 | -7% | 15% | -1% | 4%
COC(=O)c1ccccc1NC(=O)CSc1nc2cccnc2n1C | 0% | -4% | -5% | -30% | -2% | ? | -5 | 8% | -11% | -13% | -8%
Cc1nn(Cc2c(F)cccc2Cl)c(C)c1NC(=O)C1CC1 | 5% | -12% | -6% | 5% | -2% | 3% | 7 | 14% | -9% | -7% | 1%
CC(C(=O)NC1CCS(=O)(=O)C1)N1C(=O)/C(=C/c2ccc(Cl)cc2)SC1=S (configuration not stated) | ? | -1% | -14% | 4% | . | . | -16 | ? | ? | -3% | 0%
COc1ccc(CNC(=O)C(=O)NCCC2CCCCN2S(=O)(=O)c2cccs2)cc1 (configuration not stated) | 3% | 0% | 0% | -44% | . | . | -13 | . | . | -4% | -6%
CCSc1nnc(NC(=O)c2cc(C)oc2C)s1 | 17µM* | ? | ? | ? | 1% | ? | 20 | ? | ? | ? | 7.3µM*
CCOc1ccc2nc(SCC(=O)Nc3ccc4c(c3)OCCO4)[nH]c2c1 | 17µM* | -1% | 1% | 39% | 15% | . | -9 | 32% | 15% | -5% | 3%
CCn1cc(/C=C(\NC(=O)c2ccccc2OC)C(=O)NCCCN2CCOCC2)c2ccccc21 | -3% | -13% | -3% | -19% | . | 3% | -14 | 0% | 1% | 2% | 0%
COc1cc([N+](=O)[O-])cc(/C=N/NC(=O)c2cc(-c3ccccc3)nc3ccccc23)c1O | ? | 8% | 0% | -59% | 0% | . | 3 | 2µM* | 4.5µM* | -10% | ?
COC(=O)c1sc2ccccc2c1NC(=O)c1ccc(S(=O)(=O)N2CCCC(C)C2)cc1 (configuration not stated) | 1% | 1% | -1% | -3% | 4% | 8% | -6 | -12% | -8% | 3% | -1%
Cc1cc(N/N=C/c2ccc(Cl)cc2)nc(NCc2ccccc2)n1 | 15µM* | 8% | -3% | 52% | -2% | 5% | 12 | ? | ? | -1% | -3%
SMILES | FLuc modulator | p53 reactivator | NPC1 prom act | BRCA1 expr up | PKM2 activator | Menin-MLL TR inh | Giardia killer | RORg inh | Gal4-VP16 FLuc | Rab9 prom act | ELG1 genotoxic
COc1ccc(/C=C(\NC(=O)c2ccc(C)cc2)C(=O)NCCCn2ccnc2)cc1 | -1% | -2% | 1% | 8% | 0% | -3% | 6 | 4% | 3% | -1% | 0%
O=C(Nc1ccccc1)N1CCCC(c2nc(-c3ccc(F)cc3)no2)C1 (configuration not stated) | -16% | 9% | 2% | 0% | 1% | 2% | 4 | 25% | 9% | -1% | -9%
O=C(COC(=O)/C=C/c1ccc([N+](=O)[O-])cc1)NC(c1ccccc1)c1ccccc1 | -2% | -9% | 0% | -11% | -1% | -1% | -6 | -5% | 7% | -1% | 3%
CN(Cc1ccsc1)C(=O)CCc1nnc(Cc2c[nH]c3ccccc23)o1 | -13% | -3% | -2% | 0% | 4% | -9% | -8 | 5% | -10% | -2% | 3%
COc1ccccc1C(=O)N(C)CC(=O)Nc1ccc(N2CCOCC2)cc1 | 2% | 8% | -2% | -19% | . | . | -17 | . | . | -1% | 2%
O=C(COc1ccc(Cl)cc1)NNC(=O)CSc1nncs1 | -9% | 3% | -2% | -1% | -1% | -10% | -1 | 6% | -7% | 1% | 0%
O=C(Cn1nnc2ccccc21)c1ccccc1 | ? | 17% | 16% | 64% | -1% | 1% | -16 | 38% | 22% | ? | 6%
Cc1cc(C)cc(-n2c(SCC(=O)Nc3cccc(S(=O)(=O)NC4=NCCCCC4)c3)nc3ccccc3c2=O)c1 | 0% | -11% | -1% | 16% | -1% | 6% | -10 | -6% | 0% | 0% | 5%
C=CCCN(C(C(=O)OC)C(C)C)S(=O)(=O)c1ccccc1Br (configuration not stated) | 0% | -1% | 1% | 1% | 2% | 19% | -18&10 | 0%&22% | 2%&7% | 2% | -6%
O=C(Cn1nc2ccccc2n1)N/N=C/c1cc([N+](=O)[O-])ccc1O | -17% | -3% | -13% | -66% | -30% | ? | 21 | ? | 1.4µM* | -7% | 4%
Cc1ccc(C(=O)N/C(=C\c2cn(-c3ccccc3)nc2-c2ccccc2)C(=O)N2CCOCC2)cc1 | -1% | 3% | -5% | 0% | -4% | -25% | 13 | 10% | -11% | -5% | 2%
CCCC(=O)Nc1nnc(S(=O)(=O)N(CC)c2ccccc2)s1 | -1% | 13% | 1% | 5% | . | 52%[activator] | -3 | -4% | 2% | -1% | 8%
CO[C@@]1(NC(=O)C2SC(=C(C(N)=O)C(=O)O)S2)C(=O)N2C(C(=O)O)=C(CSc3nnnn3C)CS[C@@H]21 (some centres not stated) | -1% | 2% | 0% | -10% | . | . | -22 | . | . | -4% | 6%
CCC(C)NC(=O)C1CCN(S(=O)(=O)c2cccnc2)CC1 (configuration not stated) | 5% | -5% | 0% | -15% | -8% | -4% | -4 | 5% | -4% | -7% | 0%
CCN(C(=O)c1ccc2c(=O)n3c(nc2c1)CCCCC3)c1ccc(F)cc1 | 2% | -6% | -1% | 1% | . | -1% | 26 | 2% | -5% | 1% | -5%
COc1cccc(NC(=O)c2oc3ccc(S(=O)(=O)N4CCOCC4)cc3c2C)c1 | -1%&1% | 3% | -4% | -12% | 0% | ? | -25 | ? | 3% | -2% | -14%
Cc1ccc(C)c(N2CCN(C(=O)CCNC(=O)Cn3ccc4ccccc4c3=O)CC2)c1 | -10% | 5% | 1% | -30% | -4% | 0% | 7 | -1% | -18% | 2% | -4%
